ARNT TACC3 PPI: disruptors of human ARNT/TACC3 interaction; Q9Y6A5; AlphaScreen His-ARNT PAS-B/GST-TACC3 binding, luminescence; TACC3 fragment carries E629A point mutation; inhibition, % at 9.99 µM; actives 0.66% (n = 390,000);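 active = mean inhibition of replicates at least 50% and at least half of replicates each reaching 50%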;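 also: 0% = complete ARNT plus TACC3 wells and 100% = ARNT alone without TACC3; many hits fall short of the cut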
Numbers without * were called inactive; & = joins results of further samples. These rows are one share of the data; count on the stated rates, not on these rows.

no.	SMILES	ARNT TACC3 PPI
1	C=C(C)COc1ccc(-c2[nH]ncc2-c2ccccc2)c(O)c1	-0.6
2	O=Cc1c(-[n+]2ccccc2)nc([O-])n1-c1ccccc1	-0.2
3	Cc1cc(NC(=O)c2ccc(COc3ccc(Cl)c(C)c3)o2)no1	9.6
4	COC(=O)Nc1ccc2c(c1)ncn2C1CCCCC1	21.7
5	CN1CCN(C(=O)c2cc3nc(-c4ccc(Cl)cc4)cc(C(F)(F)F)n3n2)CC1	-3.5
6	O=C(CC1Nc2ccccc2NC1=O)NCC1COc2ccccc2O1 (stereo not drawn)	4.2
7	CCC(Oc1ccccc1)C(=O)N1CCC(C(N)=O)CC1 (stereo not drawn)	-8.2
8	Nc1ccc(-c2c3ccc(=O)cc-3oc3cc(O)ccc23)c(C(=O)O)c1	6.4
9	COCCN1C(=O)c2ccc(C(=O)Nc3nccs3)cc2C1=O	-0.2
10	O=C(CCn1c(=O)sc2ccccc21)NCc1ccc2c(c1)OCO2	-4.5
11	CCn1c(SCC(=O)Nc2sc3c(c2C(N)=O)CCC(C)C3)nnc1-c1ccco1 (stereo not drawn)	0.5
12	O=C(Nc1ccccn1)c1ccc2ccccc2n1	-25.5
13	CCN(CC)c1ccc2c(Cl)c(Br)c(=O)oc2c1	-23.1
14	CCOC(=O)/C(=N\Nc1ccc(Cl)cc1)c1csc(Nc2ccccc2)n1	-12.3
15	CCC(=O)Nc1ccc(N2CCCCC2)c(C(=O)Nc2ccccc2C)c1	1.2
16	CC(C)(C)c1[nH]nc2c1C(c1ccc(OC(=O)c3ccco3)cc1)C(C#N)=C(N)O2 (stereo not drawn)	2.9
17	COc1ccc(-n2c(C)c3c(OC)cccc(=O)c3c2C)cc1	6.5
18	CC(C)Oc1ccc(CNC(=S)N/N=C/c2cccnc2)cc1	-0.1
19	CCCC(=O)Nc1cccc(NC(=O)c2ccc3c(c2)OCO3)c1	0.0
20	CC(CC1C(C#N)=C(N)OC2=C1C(=O)CCC2)c1ccccc1 (stereo not drawn)	-5.7
21	CCCCC(=O)Nc1cc(C)c2c(=O)oc3ccccc3c2n1	15.0
22	Cc1cc2ccccc2c(=O)n1CC(=O)NCC1COc2ccccc2O1 (stereo not drawn)	-2.9
23	COc1ccc(NC(=O)CN2CCC(NC(=O)C3CCCCC3)CC2)cc1	13.6
24	O=C(NCc1ccc(F)cc1)c1c(O)c2cccc3c2n(c1=O)CCC3	-4.2
25	Cc1nc2sc(C(c3cccc(F)c3)N3CCOCC3)c(O)n2n1 (stereo not drawn)	24.4
26	CP(=O)(COC(=O)c1ccccc1)COC(=O)c1ccccc1	-3.9
27	C/C(CC(=O)Nc1ccccn1)=N\NC(=O)C(=O)Nc1cccc(C)c1	-8.7
28	C1CN(c2nc3nonc3n3nnnc23)CCO1	16.1
29	CCNC(=S)NNC(=O)C1CCCCC1	30.1
30	CCOc1ccc(N=C(NC#N)SC)cc1	-11.9
31	Cc1ccc2nsnc2c1S(=O)(=O)NCc1ccncc1	-6.3
32	Brc1ccc(-c2cnc(-c3cccs3)o2)cc1	0.1
33	COCC(=O)NC1CC2CCCC(C1)N2Cc1ccccc1 (stereo not drawn)	-28.5
34	CCOc1ccc(N2CC(=O)Nc3ccccc3NCC2=O)cc1	4.7
35	COc1ccc(CCn2c(C)cc3c(c2=O)C(c2ccncc2)C(C#N)=C(N)O3)cc1OC (stereo not drawn)	-31.4&-0.3
36	Brc1ccc(Sc2cnc3ccccc3n2)cc1	-5.4
37	CCOC(=O)C1CCN(Cc2ccc(OCc3ccccc3)c(OC)c2)CC1	2.0
38	O=S(=O)(Nc1cccc(C(F)(F)F)c1)c1cccnc1	-15.2
39	CC(C)(NO)/C(=N/O)c1cccs1	-3.0
40	COc1ccc(C(=O)CSc2nnc(CNc3nc(-c4ccccc4)cs3)n2C)cc1	17.4

From no. 36 as far as 40, as listed above:
no.	SMILES	ARNT TACC3 PPI
36	Brc1ccc(Sc2cnc3ccccc3n2)cc1	-5.4
37	CCOC(=O)C1CCN(Cc2ccc(OCc3ccccc3)c(OC)c2)CC1	2.0
38	O=S(=O)(Nc1cccc(C(F)(F)F)c1)c1cccnc1	-15.2
39	CC(C)(NO)/C(=N/O)c1cccs1	-3.0
40	COc1ccc(C(=O)CSc2nnc(CNc3nc(-c4ccccc4)cs3)n2C)cc1	17.4

Next records follow:
no.	SMILES	ARNT TACC3 PPI
41	CC(=O)c1cccc(NS(=O)(=O)N(C)C)c1	-8.7
42	COc1ccc(NC(C)=O)cc1NC(=O)CSc1nc2ncccc2[nH]1	9.6
43	O=C(c1ccc(Cl)cc1)c1cc(-c2ccccn2)c(N2CCOCC2)s1	-26.0
44	CC(C)Cc1nnc(NS(C)(=O)=O)s1	-5.4
45	COc1ccc(NS(=O)(=O)c2ccc3oc(Nc4ccc5c(c4)OCCO5)nc3c2)cc1	1.4
46	O=C(NCC1CCCO1)c1ccc(C(=O)NCC2CCCO2)cc1 (stereo not drawn)	9.3
47	COc1ccc2c3c(cccc13)OCC2=O	-1.5
48	Cc1ccn2cc(CCNC(=O)CC(C)(C)C)nc2c1	-4.4
49	Cc1ccc(-n2ncc3c(N4CCC(C(N)=O)CC4)ncnc32)c(C)c1	-2.0
50	CCCCCCOC(=O)c1ccc(OC(=O)c2cccnc2)cc1	-0.6
51	Cc1ccc(C)n1-n1c(C)nc2scc(-c3ccccc3)c2c1=O	10.0
52	CCOC(=O)C(CCCOc1ccccc1)C(=O)OCC	-7.7
53	CCOc1ccc(N2C(=O)c3ccccc3C2=O)cc1	-1.4
54	Cc1n[nH]c(=S)n(/N=C/c2ccccn2)c1=O	7.5
55	Cc1ccc(-c2nnc(N3CCN(C(=O)CSc4ncn[nH]4)CC3)c3ccccc23)cc1	-5.9
56	COc1ccc(C(=O)CSc2nnc(-c3ccccn3)n2Cc2ccco2)cc1	33.2
57	CCN1C2=NCCCN2c2cc(C)c(C)cc21	13.7
58	CCCCC(=O)Nc1nnc(-c2ccc(OC)cc2)s1	-2.6
59	O=C1C2C3C=CC(CO)(O3)C2C(=O)N1c1ccccc1-c1ccccc1 (stereo not drawn)	-20.2
60	Cc1ccc(-n2nc3c(c2NC(=O)c2ccc4c(c2)OCO4)CSC3)cc1	-2.2
61	FC(F)(F)c1cnc(/C=C/Nc2ccccc2Cl)c(Cl)c1	-1.2
62	O=C(Nc1ccccn1)c1cccs1	-2.7
63	CCOC(=O)N1CCN(CCC(=O)Nc2ccc(C)c(Br)c2)CC1	-1.4
64	O=C(CCS(=O)(=O)c1ccc(Br)cc1)N1CCN(c2ccccc2)CC1	-14.6
65	CN(C)/C=C1/C(=O)Nc2ccccc21	-8.1
66	CC(C)OCCCNc1ncc2c(n1)CC(c1ccc(N(C)C)cc1)CC2=O (stereo not drawn)	24.2
67	CS(=O)(=O)N(CC(=O)NC1CCCC1)c1cccc(F)c1	13.8
68	CC(NC(=O)Cn1nc(C(F)(F)F)c2c1CCC2)c1ccccc1 (stereo not drawn)	-0.5
69	O=C(COC(=O)c1ccc(NS(=O)(=O)c2cccs2)cc1)Nc1nc2c(F)c(F)c(F)cc2s1	-6.5
70	O=C1CC(c2ccco2)CC(O)=C1C=NCCO (stereo not drawn)	-2.4
71	CCn1c(SCC(N)=O)nc2sc3c(c2c1=O)CCCC3	1.1
72	N/C(CCN1CCOCC1)=N/O	0.1

(next part)
No.	SMILES	ARNT TACC3 PPI
73	CC(C)CC(=O)NN1CCCCC1	-3.8
74	CCCC(C)C(=O)Nc1ccc(Cl)cn1 (stereo not drawn)	-22.7
75	CCOC(=O)c1c(C)nc2ccccc2c1C	-16.8
76	Cc1c(NC(=O)Nc2cccc(Cl)c2)c(=O)n(-c2ccccc2)n1C	-16.9
77	COc1cc(-c2nnc(SCC(=O)N3CCCC3)o2)cc(OC)c1OC	-0.1
78	O=C(CC(c1ccccc1)c1ccccc1)NCC1CCCO1 (stereo not drawn)	16.8
79	CC(=O)C1=C(O)CCC1=N	1.3
80	CC1(C)CC(=O)C2=C(C1)OC(N)=C(C#N)C2C1C=CCCC1 (stereo not drawn)	0.6
81	O=C(c1ccc(S(=O)(=O)NCC2CCCO2)cc1)N1CCc2ccccc21 (stereo not drawn)	0.3
82	N#CCCN(NC1=NS(=O)(=O)c2ccccc21)C(=O)c1ccccc1Br	-5.5
83	COc1ccc(C(=O)Nc2cc(Cl)ccc2OC(=O)c2ccc(OC)cc2)cc1	-7.5
84	COc1ccnc(N=CNOCc2cccc(Cl)c2Cl)c1C#N	-4.3
85	COC(=O)CC1SC(=O)NC1=Nc1ccc(C)cc1 (stereo not drawn)	0.7
86	Cc1[nH]c(=O)[nH]c1C(=O)CCCCC(=O)OCC(=O)Nc1ccccn1	3.2
87	COc1ccc(/C=C/c2ccncc2)cc1OC	-2.6
88	CC(C)(C)c1cc(NC(=O)c2cccc([N+](=O)[O-])c2)no1	-0.7
89	CCOC(=O)N1CCN(CC(O)COCc2ccccc2)CC1 (stereo not drawn)	-19.0
90	O=C(C1=C[C@H](c2ccc(C(F)(F)F)cc2)C[C@H](OCc2ccc(CO)cc2)O1)N1CCCCCCC1	-5.7
91	CCOP(C)(=O)C1(C(=O)OCc2ccccc2)CC1 (stereo not drawn)	4.6
92	O=C(CN1CC(=O)Oc2ccccc21)NCc1ccco1	61.3*
93	Cc1ccc(S(=O)(=O)N(CCO)c2cc3c(s2)CCCC3)cc1	-0.2
94	Cn1nccc1C(=O)Nn1cnnc1	-0.3
95	CCOC(=O)C(C)(C)C(=O)C(C)(C)C(O)c1ccccn1 (stereo not drawn)	-6.5
96	Brc1ccc(-c2csc(-c3c[nH]c4ccccc34)n2)cc1	-2.8
97	Cc1cccc(N(CC(O)CON=C2c3ccccc3-c3ccccc32)S(C)(=O)=O)c1 (stereo not drawn)	0.0

The last six records of the section above come first, to join the parts:
No.	SMILES	ARNT TACC3 PPI
92	O=C(CN1CC(=O)Oc2ccccc21)NCc1ccco1	61.3*
93	Cc1ccc(S(=O)(=O)N(CCO)c2cc3c(s2)CCCC3)cc1	-0.2
94	Cn1nccc1C(=O)Nn1cnnc1	-0.3
95	CCOC(=O)C(C)(C)C(=O)C(C)(C)C(O)c1ccccn1 (stereo not drawn)	-6.5
96	Brc1ccc(-c2csc(-c3c[nH]c4ccccc34)n2)cc1	-2.8
97	Cc1cccc(N(CC(O)CON=C2c3ccccc3-c3ccccc32)S(C)(=O)=O)c1 (stereo not drawn)	0.0
98	COc1ccccc1CNC(=O)[C@@H]1CCCN1C(=O)C1CCN(S(=O)(=O)c2ccc(C)cc2)CC1	-13.1
99	CSc1nc2nc3c(c(=O)n2[nH]1)CCCC3	-2.3
100	COc1ccccc1C(=O)N/C(N)=N/c1nc2ccccc2o1	-7.0
101	Cc1nc2ncnn2c(C)c1CCC(=O)NCc1ccc2c(c1)OCO2	6.9
102	Cn1c(=O)c2c(-c3ccc(C(C)(C)C)cc3)n(N3CCOCC3)cc2n(C)c1=O	5.6
103	O=C(c1ccc(Cl)cc1)C1CCN(C(=O)NC2CCCCC2)CC1	4.1
104	CSc1nsc(SC)c1C(=O)N1CCN(S(=O)(=O)c2ccc(C)cc2)C1C(C)C (stereo not drawn)	-4.0
105	O=C(CSCC(=O)NC1CC1)Nc1ccccc1	-1.4
106	CCOC(=O)c1[nH]c(C)c(/C(O)=C2\C(=O)C(=O)N(CCCN(C)C)C2c2cccnc2)c1C (stereo not drawn)	-0.2
107	COc1ccccc1Oc1c(C)oc2c(CN3CCN(CCO)CC3)c(O)ccc2c1=O	-25.8
108	CN(C)/C=C(/C(=O)c1ccc(Cl)cc1Cl)S(=O)(=O)c1ccc(Cl)cc1	5.9
109	Cc1nc(NC(=O)c2ccc(Br)s2)sc1C(=O)N(C)C	-5.0
110	Cc1ccc(S(=O)(=O)/N=C2/NC(=O)/C(=C/c3cccnc3)S2)cc1	15.2
111	Cn1c(=O)cc(SCC(=O)N2CCCC2)c2ccccc21	-3.1
112	CC(OC(=O)c1cc2sccc2n1C)C(=O)NCc1ccc(F)cc1 (stereo not drawn)	-3.5
113	COc1ccc2occ(C(=O)c3ccc(N=C(C)N(C)C)cc3)c2c1	-27.1
114	CCC/C=C(\CCC)C(NC(=O)Cc1ccccc1)c1ccc(C(=O)OC)cc1 (stereo not drawn)	1.7
115	NC(=O)c1cc2nc(-c3ccco3)cc(C(F)(F)F)n2n1	3.3
116	COC(=O)c1ccc(Oc2nc3c(c(=O)n(C)c(=O)n3C)n2CCC(C)C)cc1	-1.5
117	Cc1ccc2c(c1)CC1(CN2C)C(=O)OC2(CCCCC2)OC1=O	-3.5
118	C/C(=N/NS(=O)(=O)c1ccc(C)cc1)c1cccc(NC(=O)c2cccc(Cl)c2)c1	-5.3
119	CC(=O)Oc1ccc(N2C(=O)C3C4C=CC(O4)C3C2=O)cc1 (stereo not drawn)	0.6
120	C#CCOCCOCCOCCNc1nc(N2CCN(C(=O)[C@H]([C@@H](C)CC)n3cc([C@@H](N)CC(C)C)nn3)CC2)nc(N2CCN(C(=O)[C@H](CCCCN)n3cc([C@@H](N)CO)nn3)CC2)n1	15.5
121	O=C(CCCOc1ccccc1)N1CCN(c2ccccn2)CC1	-6.7
122	Nc1ccn(-c2ccc(Cl)cc2)c(=O)c1	-0.6
123	COc1ccc(C(=O)Nc2ccccn2)cc1	-6.2
124	O=C(O)c1cc(NCc2ccc(F)cc2)ccc1N1CCOCC1	-25.6
125	CC(C)(C)OC(=O)N1CCCC1C(=O)NCCc1ccccc1 (stereo not drawn)	-2.3
126	Cc1nn(Cc2ccc(Cl)cc2Cl)c(Cl)c1/C=C/C(=O)OCC(=O)NCC(F)(F)F	0.9
127	COc1cc(CNC2CCCCCC2)cc(OC)c1O	5.2
128	Cc1cc(C(=O)COC(=O)CCC(=O)c2ccc3c(c2)OCCO3)c(C)n1Cc1ccco1	3.4
129	CC(C)OC(=O)c1cn(-c2ccccc2)nc1-c1ccc2c(c1)OCCO2	-11.9
130	COc1ccc(OC)c(N=c2oc3c(OC)cccc3cc2C(=O)NCc2ccco2)c1	-0.3
